P. falciparum M17LAP = P. falciparum M17LAP inhibitors, primary screen, biochemical, fluorogenic H-Leu-NHMec substrate, 1536-well (AID 1619); recombinant M17LAP, H-Leu-NHMec fluorogenic kinetic assay; higher % means a stronger effect; one-dose inhibition, % at 30 µM; IC50 in µM for titrated hits; actives 0.38% (n = 220,000);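 active means compound inhibiting the enzyme by more than half at any dose during confirmatory dose-response retesting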;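 further: plate controls were full reaction with DMSO carrier for no effect and no enzyme background for full effect; strong numbers were not always called active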
human PMI inhibitors = human PMI inhibitors, high substrate, primary screen, biochemical, fluorescence intensity, high mannose 6-phosphate (AID 1220). actives 0.66% (n = 190,000). Mannose-6-phosphate isomerase (Homo sapiens). one-dose inhibition, % at 20 µM; IC50 in µM for titrated hits. recombinant PMI enzyme, coupled fluorescence intensity; higher % means a stronger effect; in the data active means inhibition above about 50%
Siah-1 displacement = Siah-1 peptide-binding antagonists, primary screen, biochemical, fluorescence polarization, rhodamine-plectin, uHTS (AID 1817); actives 0.02% (n = 290,000); Siah-1 / rhodamine-plectin peptide fluorescence polarization; higher % means a stronger effect; one-dose displacement, % at 20 µM; IC50 in µM for titrated hits; E3 ubiquitin-protein ligase SIAH1 (Homo sapiens);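 active means displacement of at least 50% at 20 µM, with a fluorescence ratio check between 0.3 and a set limit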;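 further: plate controls were Siah plus tracer with DMSO for no effect and tracer alone without Siah for full effect; strong numbers were not always called active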
Salmonella PhoP GFP = inhibitors of PhoP regulon expression, primary screen, Salmonella Typhimurium, GFP reporter (AID 1863) | S. Typhimurium PhoP-regulated promoter GFP reporter, 4 h; higher % means a stronger effect | inhibition, % at 50 µM, or IC50 in µM where a hit was titrated | actives 0.16% (n = 300,000);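 active means inhibition over 29.93%, a cutoff 3 SD above the screen mean, later confirmed by dose response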;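 further: 0% = low Mg2+ inducing control and 100% = high Mg2+ repressing control; strong numbers were not always called active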
West Nile virus CPE = West Nile virus antiviral activity, cell-based, CPE readout (AID 1621); West Nile virus-infected cells, CPE inhibition; higher % means a stronger effect; CPE inhibition, % at 10 µM; hits with a dose series show IC50 in µM; actives 0.02% (n = 290,000); in the data active means a potency from the dose series; further: strong numbers were not always called active
XIAP displacement = XIAP antagonists, biochemical, IAP family, fluorescence polarization (AID 1018) | E3 ubiquitin-protein ligase XIAP (Homo sapiens) | XIAP BIR domain, fluorescence polarization peptide displacement; higher % means a stronger effect | displacement, % at 20 µM; hits with a dose series show IC50 in µM | actives 0.007% (n = 200,000); in the data active means displacement above about 50%; further: a part of the inactive calls stands beside numbers as strong as those of hits
Yfh1-depleted yeast = enhancers of respiration in Yfh1-depleted yeast, dose response, Friedreich's ataxia, plus single-dose screen (AID 1465). one-dose fold induction at 50 µM; EC50 in µM for titrated hits. actives 0.074% (n = 220,000). S. cerevisiae Yfh1-off respiration, WST-1 reduction, 72 h; higher fold induction means a stronger effect;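 active means fold induction of absorbance versus untreated yeast above a set limit, then at least 30% activation at any dose in follow-up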;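 further: activators that raise dye reduction in frataxin-depleted yeast; strong numbers were not always called active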
P. falciparum M1AAP = P. falciparum M1AAP inhibitors, biochemical, fluorogenic H-Leu-NHMec substrate, 1536-well (AID 1445) | recombinant M1AAP, H-Leu-NHMec fluorogenic kinetic assay; higher % means a stronger effect | Aminopeptidase N (Plasmodium falciparum (isolate 3D7)) | actives 0.42% (n = 220,000) | inhibition, % at 30 µM; hits with a dose series show IC50 in µM;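 active means primary inhibition above the hit cutoff, then over 50% inhibition at one or more dose response concentrations, cut at about 23% in these data, passing the limit was not always enough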;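 further: plate controls were DMSO full reaction for no effect and no enzyme background for full effect; strong numbers were not always called active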
CSM14.1 death rescue = rescue of cells from ER stress-induced death, primary screen, 384-well, CSM14.1, thapsigargin, ATP luminescence (AID 1222); CSM14.1 thapsigargin-induced death rescue, ATP luminescence; higher % means a stronger effect; cellular ATP content (survival), % at 20 µM; hits with a dose series show EC50 in µM; 190,000 tested, under 10 active;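 active means EC50 below 50 µM in the dose-response confirmation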;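 further: death triggered by thapsigargin at about 15 µM added after 2 h compound pretreatment; cell ATP read after overnight thapsigargin exposure of roughly 18 to 22 hours; normalized against plate controls of thapsigargin alone and 5% DMSO vehicle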
Numbers without * were called inactive; i = inactive; nt = not tested or not shown. Not a hit list; any-hit rate near 1.6%.

SMILES	P. falciparum M17LAP	human PMI inhibitors	Siah-1 displacement	Salmonella PhoP GFP	West Nile virus CPE	XIAP displacement	Yfh1-depleted yeast	P. falciparum M1AAP	CSM14.1 death rescue
CC(=O)N1N=C(c2ccc(C)cc2)OC1c1cccnc1 (stereo unspecified)	-8.8%	-1.0%	13.4%	-5.7%	-0.3%	-6.3%	i	1.4%	nt
CN1C(=O)N(C)C2C1N(CN1CCCCC1)C(=O)N2CN1CCCCC1 (stereo unspecified)	4.6%	9.8%	-2.9%	-5.3%	-0.1%	-5.6%	i	4.0%	0.9%
O=C(CN1CCCCC1)Nc1cccc(-n2cnnn2)c1	7.8%	11.2%	11.5%	-6.0%	-0.6%	-3.1%	i	7.3%	0.0%
Cc1ccc(C(O)c2cccnc2)o1 (stereo unspecified)	10.8%	17.1%	-0.7%	4.5%	-0.3%	2.7%	i	-2.7%	1.3%
O=C(CCN1C(=O)c2cccnc2C1=O)NC1CCCCCC1	2.7%	9.7%	-2.4%	3.0%	-0.1%	-3.9%	i	18.7%	-1.7%
COCc1ccc([C@@H]2C[C@H]3CN(Cc4ccccc4C)C(=O)[C@]34CCCN24)o1	-4.0%	14.3%	-5.9%	1.8%	-0.3%	0.4%	i	-0.1%	6.6%
O=C(CN1CCOCC1)Nc1ccc(Br)cn1	12.4%	1.0%	0.4%	9.1%	-0.4%	-3.7%	i	-1.9%	0.1%
O=C(Nc1cccnc1)c1cc(-c2cc(Cl)ccc2O)n[nH]1	8.8%	nt	1.2%	-7.6%	0.1%	nt	i	0.2%	nt
CCCCNS(=O)(=O)/C=C/c1ccccc1	-21.2%	-2.5%	6.2%	10.3%	-0.1%	-1.0%	i	-3.7%	0.7%
Oc1ccc[n+](CCCCC[n+]2cccc(O)c2)c1	12.3%	nt	0.5%	-6.8%	0.3%	nt	i	2.1%	nt
CC(C)NC(=O)CSc1nc(N)c(NC(=O)c2ccco2)c(=O)[nH]1	0.9%	-9.9%	4.4%	0.8%	0.2%	-0.1%	i	6.0%	-6.7%
N#Cc1ccsc1NC(=O)CN1CCN(c2ccc(O)cc2)CC1	-11.0%	54.7%*	85.6%	-4.0%	-0.1%	-7.4%	i	8.5%	-0.1%
CN1CC(=O)N(CCOc2ccccc2)C1=O	5.3%	2.9%	0.2%	1.3%	nt	-6.1%	nt	-2.3%	1.8%
CC(C(=O)Nc1ccccc1C(=O)N1CCOCC1)N(c1ccccc1)S(C)(=O)=O (stereo unspecified)	-8.3%	-2.6%	-5.2%	3.9%	-0.1%	-5.1%	i	2.0%	-1.4%
COc1ccc(-c2nc(N)n[nH]2)cc1OC	11.7%	-3.2%	2.9%	-3.3%	0.4%	-2.2%	i	6.6%	-2.8%
CCN(CC)S(=O)(=O)c1ccc(N2CCCC2)c(NS(=O)(=O)c2ccccc2)c1	-1.3%	-4.6%	-2.9%	-6.8%	-0.2%	-13.5%	i	8.4%	-1.2%
CCC1(C)Cc2ccccc2-c2c1c(=O)n(-c1ccc(C)cc1)c1nnnn21 (stereo unspecified)	-0.8%	9.6%	-1.3%	2.9%	nt	-15.8%	nt	-3.3%	-1.1%
CCOC(=O)N1CCC(NCc2c(C(=O)N(C)Cc3ccccc3)nc3ccccn23)CC1	-5.4%	10.0%	-3.0%	-10.2%	-0.6%	-11.7%	i	0.7%	-0.9%
O=C(CCN1CCCCCC1)Nc1ccc(F)cc1	-0.8%	9.1%	-0.9%	1.7%	-0.5%	-2.3%	i	-4.5%	-3.2%
COc1cccc(-c2nnc(NC(=O)c3ccc4ncsc4c3)o2)c1	2.3%	-27.5%	5.9%	12.1%	0.1%	0.6%	i	-2.6%	0.9%
COc1nc(Nc2cccc([N+](=O)[O-])c2)nc(OC)n1	7.3%	11.7%	-2.0%	3.0%	-0.6%	-5.4%	i	5.5%	0.8%
CCOC(=O)c1c(NC(=O)CSc2nnc(-c3ccccc3)n2CC)sc(C(C)=O)c1C	-1.3%	0.1%	-2.6%	9.9%	0.1%	-3.8%	i	5.6%	8.8%
Cc1ccc(S(=O)(=O)NCCC(=O)N2CCN(Cc3ccccc3)CC2)cc1	-9.8%	5.9%	-0.2%	-3.1%	-0.8%	1.1%	i	1.1%	nt
COCCCNC(=O)CN(c1cc(Cl)ccc1OC)S(C)(=O)=O	0.2%	-10.5%	-3.8%	-8.8%	1.3%	-2.7%	i	-1.2%	-1.6%
Cc1ccc(N2CC(C(=O)Nc3nnc(SCC(=O)Nc4nc(C)cs4)s3)CC2=O)cc1 (stereo unspecified)	-2.7%	-8.4%	2.5%	-3.3%	0.4%	-2.3%	i	-0.3%	-2.1%
CCCCN(CC)C(=S)Nc1ccc2nc3n(c(=O)c2c1)CCCCC3	-39.8%	19.3%	8.1%	4.0%	-1.4%	-2.6%	i	-1.1%	2.3%
O=C(O)CCC(=O)Nc1ccccc1C(=O)Nc1ccccc1	-6.8%	7.8%	-0.7%	24.4%	-0.3%	-5.2%	i	-4.9%	-1.4%
CCOC(=O)c1ccccc1NC(=O)CSc1nncn1C	23.8%	-8.6%	-2.8%	-1.8%	-0.1%	-6.0%	i	8.7%	-1.2%
COC(=O)c1cccc(NC(=O)Cn2cnc3c2c(=O)n(C)c(=O)n3C)c1	nt	-5.0%	2.9%	nt	-0.1%	-6.8%	i	nt	-0.7%
CC(C)OCCCNC(=O)C1CCC(CNS(=O)(=O)c2ccccc2)CC1 (stereo unspecified)	-10.3%	0.9%	-5.9%	-14.2%	-0.7%	-1.6%	i	8.4%	-1.3%
Cc1ccccc1NC(=O)CSCC(=O)Nc1ccccc1C	8.4%	6.1%	-3.8%	3.9%	-0.6%	-8.5%	i	6.7%	2.8%
COc1cc(NC(=O)COC(=O)CC(C)(C)C)c(C)cc1[N+](=O)[O-]	17.6%	7.3%	2.3%	-8.6%	-0.6%	-7.3%	i	10.1%	-1.8%
CNC(=O)c1[nH]cnc1C(=O)Nc1ccc(Cl)cc1	-9.5%	nt	6.4%	1.1%	0.2%	nt	i	-1.4%	nt
CCn1c(CSc2nc3ccccc3s2)nc2ccccc21	2.6%	15.5%	0.1%	14.3%	-0.3%	1.7%	i	6.7%	-3.9%
CC(C)(C)OC(=O)CC[C@@H](C(=O)N1CCN(C(=O)OC(C)(C)C)CC1)n1cc(C(CO)NC(=O)OC(C)(C)C)nn1 (stereo partly specified)	-7.6%	-8.0%	5.9%	-0.5%	0.4%	-0.8%	i	0.4%	0.1%
Cn1ccnc1C(=O)c1cc(SCC(=O)NCc2ccccc2)nc2ccccc12	7.0%	-9.7%	-2.7%	-11.6%	0.4%	-2.1%	i	5.5%	-1.4%
CCOc1ccccc1N/C=C/C(=O)C(C)(C)C	5.9%	6.1%	3.5%	3.6%	0.0%	-4.9%	i	4.8%	9.5%
COc1cc(C(=O)NNC(=O)c2ccoc2C)cc(OC)c1OC	5.9%	-8.3%	-1.3%	-3.8%	0.0%	-0.5%	i	3.0%	-2.2%
CCCNC(=O)CSc1nnc(C)s1	10.7%	-2.9%	-2.8%	31.5%	nt	-2.9%	i	-4.5%	-1.1%
Cc1c(N2C(=O)SC(CC(=O)O)C2=O)c(=O)n(-c2ccccc2)n1C (stereo unspecified)	2.8%	-10.1%	-3.1%	-22.6%	0.6%	-5.1%	i	-7.2%	-0.5%
O=c1cc(CN2CCN(c3ccccn3)CC2)nc2sccn12	-1.6%	9.8%	5.3%	5.2%	1.1%	-7.8%	i	6.8%	0.0%
Cn1c(=S)[nH]c2[nH]c(=O)cnc2c1=O	29.8%	-17.4%	1.1%	6.3%	-0.2%	-3.6%	i	4.1%	-6.4%
CCN(CC)C(=O)CN(c1cccc(C(F)(F)F)c1)S(C)(=O)=O	12.7%	8.8%	1.8%	-6.2%	0.4%	-2.7%	i	2.4%	-3.5%
CC1(C)Cc2c(sc(/N=C/N3CCCC3)c2C#N)C(C)(C)N1	18.3%	7.8%	9.1%	-9.7%	-0.7%	-4.0%	i	8.4%	-1.8%
Cc1cc(NC(=O)c2cc(S(=O)(=O)N3CCCCC3)ccc2C)n(-c2ccccn2)n1	3.9%	5.2%	1.4%	-6.2%	1.1%	-4.6%	i	0.3%	0.5%
O=C(CN(C1CCCCC1)S(=O)(=O)c1ccc(Cl)cc1)NCc1ccncc1	17.6%	-0.7%	2.5%	8.9%	-0.6%	-3.4%	i	6.4%	2.7%
CCOc1ccc(C2CC(c3ccc(CC)cc3)Nc3nc(N)nn32)cc1 (stereo unspecified)	7.4%	10.5%	-0.4%	1.8%	-0.1%	-4.5%	i	1.8%	nt
O=C(NCc1ccc(Cl)cc1)c1ccc(CNc2c(N3CCCC3)c(=O)c2=O)cc1	-2.1%	nt	0.8%	-9.0%	1.6%	nt	i	5.8%	nt
CC1CCN(CCCCOc2cccc(Br)c2)CC1	-0.2%	-17.5%	0.8%	5.5%	-0.8%	-12.4%	i	4.8%	-0.9%
CCCOc1ccc(C2C(C#N)=C(N)Oc3nc[nH]c(=O)c32)cc1OC (stereo unspecified)	27.4%	2.7%	-7.2%	3.0%	-0.2%	-4.6%	i	-0.9%	1.2%
Cc1nnc(OCC(=O)NCCC2=CCCCC2)c2ccccc12	4.9%	7.8%	2.5%	-9.6%	-0.4%	-4.4%	i	2.1%	2.8%
O=C(NCC1CCCCC1)C1CCCN(C(=O)NC2CCCCC2)C1 (stereo unspecified)	-6.6%	-1.6%	7.7%	9.7%	-0.6%	-0.3%	i	17.1%	2.4%

High-throughput results from PubChem.
